# Screening data from PubChem.
# Vif-A3G inh = Vif-A3G binding inhibition; Potency, µM (series often up to 46.1 µM), for the others: top-dose activity, negative = active, hits mostly inhibitors; AID 602310; 410,000 tested, 0.076% active; HeLa A3G-eYFP + Vif (tagged APOBEC3G with the HIV-1 protein that degrades it), YFP fluorescence, overnight;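 note: potency is the fitted concentration of half-maximal effect; % is set by controls: 0 for no effect and ±100 for the full control effect; nearly all actives have a fitted effect of over 60% in size; hits raise eYFP signal because A3G escapes Vif-driven loss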
#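 Read-out is eYFP fluorescence (Ex 488/Em 500-530) from Vif-expressing HeLa A3G-eYFP cells; more signal means A3G escaped Vif-mediated degradation. Cells plated overnight, compound pinned in, incubated overnight at 37 deg C.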
# GRP78 ERSR act = ER stress response induction in glioma. U87-MG GRP78 promoter luciferase reporter, 16 h. Potency, µM, inactives show at the top dose activation, actives largely listed as activators. 420,000 tested, 0.02% active; note: potency is the fitted concentration of half-maximal effect; series mostly up to about 76 µM; % of control where 0% means no effect; nearly all actives have a fitted effect of over 35% in size
#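 Stably transfected U87-MG glioma cells carrying a GRP78-based luciferase sensor; 16 h compound incubation. Luminescence end-point read 10 min after Bright-Glo addition at room temperature.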
# D1 antag = blocks dopamine activation of the human D1 receptor. P21728. HEK293 TREx D1 cells, calcium flux, dopamine EC80; hits give low values. activity change, negative = inhibition, % at 10 µM. 360,000 tested, 3.2% active; in the data active = activity change below about -30%; note: % is set by controls: 0 for no effect and ±100 for the full control effect
# Target sequence (P21728 whole entry, looked up): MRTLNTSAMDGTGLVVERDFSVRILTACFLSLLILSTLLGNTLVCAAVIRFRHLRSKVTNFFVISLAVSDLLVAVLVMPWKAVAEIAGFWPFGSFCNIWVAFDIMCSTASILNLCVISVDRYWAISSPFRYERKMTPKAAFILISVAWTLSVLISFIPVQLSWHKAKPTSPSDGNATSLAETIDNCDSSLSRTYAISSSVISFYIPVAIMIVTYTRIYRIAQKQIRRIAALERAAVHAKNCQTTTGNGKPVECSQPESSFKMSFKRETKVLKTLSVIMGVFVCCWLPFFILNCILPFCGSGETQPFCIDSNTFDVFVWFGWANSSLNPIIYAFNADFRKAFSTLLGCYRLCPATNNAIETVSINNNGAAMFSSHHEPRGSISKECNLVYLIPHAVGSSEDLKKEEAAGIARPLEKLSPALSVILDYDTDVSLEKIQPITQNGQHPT
#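 Inducible Hek293 Trex D1 cells (tetracycline, overnight, 30 C). Calcium dye 30–90 min RT. Antagonist mode: EC80 dopamine added after 180 s compound read.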
# RXFP1 antag = RXFP1 (human) relaxin receptor antagonism; HEK293-RXFP1, relaxin-stimulated cAMP HTRF, 30 min; hits give low values; activity change, negative = inhibition, % at 57.5 µM; Q9HBX9; 350,000 tested, 0.59% active;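 active = activity change of -60% or lower, but not beyond a set lower limit; inconclusive = change between -60% and -40%, or beyond the set limit; inactive = change above -40%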; note: % is set by controls: 0 for no effect and ±100 for the full control effect
# D2 PAM = positively modulates the human D2 dopamine receptor allosterically; P14416; HEK293 T-REx D2, calcium flux, EC20 dopamine potentiation; potentiation, % at 10 µM; 340,000 tested, 0.34% active;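 active = potentiation over 3 SD above the plate norm, cut at about 30% in these data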; note: 0% is about no effect
# Target sequence (P14416 whole entry, looked up): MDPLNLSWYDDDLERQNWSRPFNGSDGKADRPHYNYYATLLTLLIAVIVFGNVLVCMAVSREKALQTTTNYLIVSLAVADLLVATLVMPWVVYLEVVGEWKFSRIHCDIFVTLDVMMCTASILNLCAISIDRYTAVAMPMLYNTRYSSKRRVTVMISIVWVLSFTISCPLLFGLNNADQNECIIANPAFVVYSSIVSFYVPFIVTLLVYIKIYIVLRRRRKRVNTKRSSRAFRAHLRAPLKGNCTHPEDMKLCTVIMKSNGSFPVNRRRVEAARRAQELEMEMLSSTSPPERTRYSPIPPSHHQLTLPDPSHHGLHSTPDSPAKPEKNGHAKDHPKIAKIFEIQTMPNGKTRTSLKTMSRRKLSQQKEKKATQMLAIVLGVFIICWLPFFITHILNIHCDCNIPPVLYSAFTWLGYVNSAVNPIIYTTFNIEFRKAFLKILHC
#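 Potentiation of an EC20 dopamine calcium response is measured in a force-coupled, tetracycline-inducible Hek293 Trex D2 line. Compound-only kinetic reads over 180 s flag agonists before dopamine addition.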
# D1 PAM = potentiators of human D1 dopamine receptor | P21728 | HEK293 TREx D1 cells, calcium flux, dopamine EC20 potentiation | potentiation, % at 10 µM | 360,000 tested, 0.036% active; in the data active = potentiation above about 30%; note: 0% is about no effect
# RXFP1 ag = RXFP1 (human) receptor agonism; Q9HBX9; HEK293T-RXFP1 cAMP TR-FRET, 30 min; response scale: percent of porcine relaxin response, buffer zero; Potency, µM (doses to about 57.5 µM), for inactives: at the highest dose activation, most hits filed as activators; 370,000 tested, 0.3% active; AID 2676; note: potency is the fitted concentration of half-maximal effect; % is set by controls: 0 for no effect and ±100 for the full control effect; nearly all actives have a fitted effect of over 60% in size; many of its hits are not listed in these tables
#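 Agonist response is measured as cAMP accumulation in an RXFP1-transfected HEK293T line under PDE4 inhibition. Values are scaled between buffer-only and 29 nM porcine relaxin, and EC50s come from standard Hill equation fits.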
# Vif-APOBEC3F blk = Vif-A3F binding inhibition; HeLa A3F-eYFP + Vif (tagged APOBEC3F with the HIV-1 protein that degrades it), YFP fluorescence increase; Potency, µM (series often up to 46.1 µM), inactives show top-dose activity, negative = active; 390,000 tested, 0.2% active; note: potency is the fitted concentration of half-maximal effect; % of control where 0% means no effect; nearly all actives have a fitted effect of over 65% in size
#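 HeLa cells stably expressing Vif plus C-terminally eYFP-tagged A3F were seeded, incubated overnight at 37 deg C, dosed with compound, incubated overnight again at 37 deg C. Yellow fluorescence (Ex 488/Em 500-530) reported blocked Vif-mediated A3F-eYFP degradation.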
# D1 agonist = agonists of human D1 dopamine receptor. activation, % at 2 µM. 360,000 tested, 1% active. HEK293 T-REx D1 cells, calcium flux, agonist mode. P21728; in the data active = activation above about 30%; note: 0% is about no effect
#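 Agonism was scored from calcium flux recorded over 180 s (1 read/s) after pintool compound addition, following a 10-cycle baseline. Cells were inducible force-coupled HEK293 TREx D1, plated overnight at 30 C and loaded with no-wash calcium dye.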
# * marks the source's active call; other numbers are inactive results; ? = inconclusive; / = not tested or not shown; & = joins results of further samples; [ ] = another dose, or the depositor's remark. Unless noted, calls come from the whole dose curve; as a rule, active = well fitted curve in the direction sought with a large enough effect; inconclusive = small, poorly fitted or top-dose-only effect, or another doubt; inactive = no such curve, though single readings can be large; an effect the other way counts as inactive or inconclusive. Some of the compounds tested, so the mix of outcomes need not match the whole.
SMILES,Vif-A3G inh,GRP78 ERSR act,D1 antag,RXFP1 antag,D2 PAM,D1 PAM,RXFP1 ag,Vif-APOBEC3F blk,D1 agonist
Cc1cccc(N2CCC(N=CN(C)C)=N2)c1,-7%,5%,-2,-11,3,2,-1.2%,12%,4
O=C(C1=NN[C@@H]2C(=O)N(c3cccc(C(F)(F)F)c3)C(=O)[C@H]12)c1cnccn1,-8%,-2%,-10,-15,0,-4,3.2%,9%,1
O=C(NC1CCCCC1)C(c1cccnc1)N(C(=O)c1csnn1)c1ccc(F)cc1 (centres undefined),1%,-2%,0,8,1,5,-0.6%,-3%,5
O=C(COC(=O)c1ccccc1C(F)(F)F)NC(=O)NCc1ccco1,-4%,-2%,/,1,/,/,/,-12%,/
CC1CC(=O)N(CC(=O)Nc2ccccc2F)c2ccccc2S1(=O)=O (centres undefined),4%,0%,-11,5,-6,2,2.4%,-11%,4
CN(Cc1ccccc1)S(=O)(=O)c1cc2c3c(c1)CCN3C(=O)CC2,1%,-2%,-5,-5,-3,-1,0.2%,-4%,5
N#Cc1sc2nc(C3CC3)cc(-c3ccc(Cl)cc3)c2c1N,-8%,-3%,-8,23,-1,-9,5.6%,1%,2
CC(C)N(Cc1ccccc1)C(=O)COc1ccccc1,1%,1%,-9,-8,9,-6,-0.6%,-24%,-3
COc1ccc(C2=CC(=O)N(Nc3ccccc3)C2=O)cc1,-29%,-13%,19,?,3,-5,2.4%,?,5
CCCCN(CC)C(=O)Cn1cc2c(n1)-c1c(oc(C(=O)N3CCCC3)c1C)CC2,-1%,-1%,1,9,1,-4,24%,-14%,-1
Cc1c(Cl)c([N+](=O)[O-])nn1Cc1ccc(C(=O)Nc2ccc(Cl)cn2)o1,-11%,-4%,-22,/,-3,-9,0.4%,3%,-1
COc1cc2c(cc1OC)C1O[C@](CCCCN3C(=O)c4ccccc4C3=O)(C2)OC2=C1C(=O)CCC2,/,/,-4,/,/,-2,3.1%[11.5 µM],/,0
Cc1ncc(CO)c(/C=N/NC(=S)Nc2ccc(C(C)C)cc2)c1O,3%,1%,-4,-9,4,-4,0.0%,0%,2
CCCCc1cc(=O)oc2cc(OC(C)C(=O)NCCN3CCOCC3)ccc12 (centres undefined),-6%,-3%,/,0,/,/,/,-6%,/
COc1cccc(NC(=O)CN2C(=O)COc3ccc(Cl)cc32)c1,-2%,2%,-7,/,-10,-4,1.9%,-5%,9
CC(=O)c1cccc(NC(=O)c2onc(C)c2Cl)c1,-6%,0%,11,/,0,-1,3.9%,-14%,1
COc1ccc(CCNC(=O)c2ccc3nc(CCc4ccccc4)oc3c2)cc1OC,3%,-5%,-8,-9,5,-4,2.2%,0%,16
COc1ccccc1CC(=O)c1ccccc1OC,2%,-6%,/,-4,/,/,/,5%,/
Cc1ccccc1-c1nnn(CC(=O)NC(=O)NC2CCCC2)n1,-11%,-3%,/,-27,/,/,/,3%,/
COc1ccc(CC(=O)NNC(=O)CSc2ccc(C)cc2)cc1,1%,0%,2,10,7,5,0.9%,-5%,0
Cc1ccccc1N1C(=O)CC1(C#N)c1ccc(OCc2ccccc2)cc1 (centres undefined),1%,-1%,5,0,17,-1,-0.1%,5%,12
COc1ccc(CCNc2nc(-c3ccc(F)cc3)cc(C(F)(F)F)n2)cc1OC,1%,-2%,-2,/,8,3,0.1%,-3%,19
CC(=O)Oc1ccc2c(=O)c(Oc3ccccc3)c(C)oc2c1OC(C)=O,-16%,-6%,4,4,3,-4,0.3%,5%,0
CN1CCN(c2ccc(S(=O)(=O)N3CCCCC3)cc2NC(=O)c2ccc(C#N)cc2)CC1,1%,-1%,-45*,26,-12,-2,2.1%,-1%,1
COc1ccc(S(=O)(=O)Nc2nccs2)cc1OC,0%,-3%,-1,9,/,3,-1.0%,11%,3
C=CCNC(=S)NCc1ccccc1,3%,-3%,2,2,2,11,1.9%,-8%,4
O=[N+]([O-])c1cccnc1Oc1cccnc1,-5%,-5%,-8,21,-4,-4,-0.8%,-3%,2
CC(C)CN(C(=O)COC(=O)Cn1cnc2ccccc2c1=O)C1CCS(=O)(=O)C1 (centres undefined),1%,-5%,5,7,6,-1,2.3%,0%,-2
O=C(Nc1ccccc1Cl)N1CCC2(CC1)Oc1ccccc1C(=O)N2Cc1ccc(F)cc1,2%,-2%,-11,-23,-2,5,-1.1%,2%,1
CC(=O)N(C)c1ccc(NC(=S)NC(=O)/C=C/c2ccco2)cc1,-2%,4%,-7,-13,11,-1,-0.7%,-22%,-1
COc1ccccc1CNC(=O)Cn1nc(C(F)(F)F)cc1C,-7%,0%,-28,2,-5,-1,-0.6%,-1%,2
CCOC(=O)C1=C[C@]2(CC)CCCN3CCc4c(n1c1ccccc41)[C@@H]32,0%,-4%&0%&-4%,46,?,-4,-5,-1.9%,-1%,2
Cc1nnc(NC(=O)CN2CC(C)OC(C)C2)s1 (centres undefined),1%,-3%,11,4,4,7,3.3%,1%,1
Cc1ccc(C(=O)Nc2ccc(Cl)cn2)cc1S(=O)(=O)N1CCOCC1,4%,3%,-18,-6,5,9,-1.2%,-1%,1
Cc1ccc(C(=O)Nc2cccc(N(C)S(C)(=O)=O)c2)cc1S(=O)(=O)Nc1ccccc1,2%,1%,-24,-6,18,-1,0.4%,3%,1
Cc1ccc2nc3ccc(N4CCN(C)CC4)nn3c(=O)c2c1,3%,-3%,3,/,4,-5,2.2%,-9%,0
CCc1ccc(NC(=O)COc2ccc3c(c2)OCO3)cc1,-7%,8%,-4,10,-5,-6,-1.0%,-16%,1
Cc1cc(C)cc(NC(=O)CN2C(=O)CSc3ccc(S(=O)(=O)N(C)C)cc32)c1,3%,-1%,10,/,0,-2,-0.1%,5%,7
CCCC(=O)Nc1ccc(NC(=O)c2cc3ccccc3o2)c(OC)c1,3%,-2%,-22,-6,7,-14,2.0%,?,5
Cc1cc(C)cc(-c2nnc(SCC(=O)c3ccc4c(c3)OCCO4)o2)c1,1%,4%,-10,-12,11,-8,1.7%,2%,-1
COc1ccc(CN(C)[C@H]2C[C@H]3c4[nH]c5ccccc5c4CCN3C[C@H]2[C@H](C)O)cc1,0%,0%,/,1,/,/,/,-8%,/
C=CCn1c(N2C(=O)CC(Cc3ccccc3)C2=O)nc2ccccc21 (centres undefined),3%,-4%,6,-16,3,-3,1.5%,-6%,15
Cc1cc(C)cc(C(=O)NCCC(=O)NCc2cc(=O)n(C)c(=O)n2C)c1,1%,-4%,9,18,/,0,-3.1%,3%,0
CCCCCC(=C/c1ccccc1)/C=N/Nc1ccc(S(=O)(=O)N2CCOCC2)cc1[N+](=O)[O-],1%,-2%,/,-10,/,/,/,-13%,/
COc1ccc2c(c1)cc(C)c1nnc(SCC(=O)N(C)c3nc(-c4ccccc4)cs3)n12,-4%,-2%,-3,-4,10,-8,1.6%,9%,0
O=S(=O)(NCC(O)c1ccccc1)c1cc(Cl)sc1Cl (centres undefined),-1%,-2%,15,3,0,0,-0.7%,1%,1
NC(=O)C1(c2ccccc2)CCOCC1,-2%,-2%,3,-7,8,-5,0.0%,-2%,2
O=[N+]([O-])c1ccc2[nH]c(=S)[nH]c2c1,-3%,2%,/,-25,/,/,/,6%,/
O=C(Nc1cc2c3c(c1)CC(=O)N3CCC2)c1ccc(Br)cc1,2%,0%,-20,-16,-8,-2,1.7%,3%,0
CN(CC(=O)Nc1ccccc1C(F)(F)F)C(=O)CSc1nnc(-c2ccncc2)n1C,5%,1%,/,0,/,/,/,-1%,/
CN1CCN(c2ccc(CNC(=O)c3cc4ccccc4o3)cc2)CC1,1%,-2%,11,-27,-13,-3,2.6%,1%,4
O=C(COc1ccc(Br)cc1)N/N=C1/SCC(=O)N1Cc1ccccc1,-1%,-5%,-13,9,-31,-4,0.4%,-23%,2
O=C(Nc1cc(S(=O)(=O)N2CCOCC2)ccc1N1CCCC1)c1ccc2c(c1)S(=O)(=O)c1ccccc1C2=O,7%,-4%,-4,-16,/,-3,0.4%,-8%,0
Cc1ccc(/C=C/c2onc(C)c2S(=O)(=O)N2CCC(C(=O)N3CCCCC3)CC2)cc1,0%,-2%,-22,-3,-14,-4,-0.2%,4%,1
CCN(CC)C(=O)CSc1nnc(C2CCCCC2)o1,1%,-3%,20,8,-3,-1,0.5%,0%,0
CCn1c(COc2ccccc2C)nnc1SCC(=O)O,2%,-4%,-7,11,-9,-2,-0.6%,2%,2
CC(C)OCC1CC(CC(=O)Nc2ccc([N+](=O)[O-])cc2)C(=O)O1 (centres undefined),0%,-1%,-7,-5,9,1,-1.5%,4%,2
CCN1CCN(C(=O)C2CCN(S(=O)(=O)c3cc(Cl)ccc3Cl)CC2)CC1,1%,-1%,-12,-5,-6,/,4.3%,5%,5
CCc1ccc(S(=O)(=O)ON2C(=O)c3ccccc3C2=O)cc1,-21%,-10%,/,-5,-7,-2,0.7%,-20%,0
Cc1ccc(NC(=S)NCc2cccs2)c(C)c1,0%,5%,-21,20,2,-7,1.9%,-11%,-1

# Record cards (already shown). Order of screens: Vif-A3G inh | GRP78 ERSR act | D1 antag | RXFP1 antag | D2 PAM | D1 PAM | RXFP1 ag | Vif-APOBEC3F blk | D1 agonist
# Listed for `Cc1ccc(C(=O)Nc2ccc(Cl)cn2)cc1S(=O)(=O)N1CCOCC1` → 4% | 3% | -18 | -6 | 5 | 9 | -1.2% | -1% | 1
# Listed for `Cc1ccc(/C=C/c2onc(C)c2S(=O)(=O)N2CCC(C(=O)N3CCCCC3)CC2)cc1` → 0% | -2% | -22 | -3 | -14 | -4 | -0.2% | 4% | 1

# Next part:
SMILES,Vif-A3G inh,GRP78 ERSR act,D1 antag,RXFP1 antag,D2 PAM,D1 PAM,RXFP1 ag,Vif-APOBEC3F blk,D1 agonist
O=CNc1cc2c(cc1Br)-c1ccccc1C2O (centres undefined),0%,-1%,/,-3,/,/,/,9%,/
COc1ccccc1NS(=O)(=O)c1cccc(C(=O)N/N=C/c2ccc3c(c2)OCCO3)c1,-3%,0%,-13,-24,-5,2,-2.5%,-8%,4
COCCN(C(=O)c1cc(-c2ccco2)nc2ccccc12)c1c(N)n(Cc2ccccc2)c(=O)[nH]c1=O,3%,-3%,/,3,/,/,/,-8%,/
CCOc1ccc(-n2cnnn2)cc1S(=O)(=O)Nc1c(C)cccc1C,0%,-2%,6,19,22,-2,0.3%,-3%,3
O=C(C1CCN(S(=O)(=O)c2cccc3nonc23)CC1)N1CCN(c2cccc(Cl)c2)CC1,-4%,-1%,33,-13,14,3,1.1%,-13%,1
